Rev-erbA mod = modulators of human Rev-erb alpha DNA binding; 370,000 compounds, 0.79% hits; activity, % at 10 µM; P20393; Rev-erbα–FITC-DNA binding, fluorescence polarization, 90 min;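 active = activity above about 14%, limit read from the data; passing the limit was not always enough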;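 also: 0% = DMSO wells with 35 nM protein and 100% = DMSO wells with 750 nM protein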
ADAM17 inh = inhibitors of human ADAM17 | inhibition, % at 6.95 µM | P78536 | AID 720648 | recombinant ADAM17, EDANS/DABCYL FRET peptide cleavage | 370,000 compounds, 0.83% hits;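 active = inhibition above the mean of compounds lying between control limits plus 3 SD, set per campaign, cut at about 8.5% in these data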;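 also: 0% = DMSO-only wells as the low control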
DAX1 inh-1 = inhibits human nuclear receptor DAX1 | HEK293 Gal4-DAX1 luciferase reporter, luminescence | AID 504766 | inhibition, % at 6.75 µM | P51843 | 340,000 compounds, 0.99% hits;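 active = inhibition above the mean over all tested compounds plus 3 SD, cut at about 4.2% in these data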;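 also: 0% = DAX1-transfected cells with DMSO and 100% = empty-vector control cells with DMSO; inhibition shows as a rise in luminescence from relieved DAX1 repression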
PLCb3 inh = blocks human PLC-beta3 enzyme activity; 370,000 compounds, 0.18% hits; Purified PLC-beta3, fluorogenic substrate, fluorescence; Q01970; inhibition, % at 12.2 µM; AID 720704; in the data active = inhibition above about 11%;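 also: 0% = median of compound wells on plate and 100% = full blocker control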
Target sequence (Q01970 whole entry, looked up): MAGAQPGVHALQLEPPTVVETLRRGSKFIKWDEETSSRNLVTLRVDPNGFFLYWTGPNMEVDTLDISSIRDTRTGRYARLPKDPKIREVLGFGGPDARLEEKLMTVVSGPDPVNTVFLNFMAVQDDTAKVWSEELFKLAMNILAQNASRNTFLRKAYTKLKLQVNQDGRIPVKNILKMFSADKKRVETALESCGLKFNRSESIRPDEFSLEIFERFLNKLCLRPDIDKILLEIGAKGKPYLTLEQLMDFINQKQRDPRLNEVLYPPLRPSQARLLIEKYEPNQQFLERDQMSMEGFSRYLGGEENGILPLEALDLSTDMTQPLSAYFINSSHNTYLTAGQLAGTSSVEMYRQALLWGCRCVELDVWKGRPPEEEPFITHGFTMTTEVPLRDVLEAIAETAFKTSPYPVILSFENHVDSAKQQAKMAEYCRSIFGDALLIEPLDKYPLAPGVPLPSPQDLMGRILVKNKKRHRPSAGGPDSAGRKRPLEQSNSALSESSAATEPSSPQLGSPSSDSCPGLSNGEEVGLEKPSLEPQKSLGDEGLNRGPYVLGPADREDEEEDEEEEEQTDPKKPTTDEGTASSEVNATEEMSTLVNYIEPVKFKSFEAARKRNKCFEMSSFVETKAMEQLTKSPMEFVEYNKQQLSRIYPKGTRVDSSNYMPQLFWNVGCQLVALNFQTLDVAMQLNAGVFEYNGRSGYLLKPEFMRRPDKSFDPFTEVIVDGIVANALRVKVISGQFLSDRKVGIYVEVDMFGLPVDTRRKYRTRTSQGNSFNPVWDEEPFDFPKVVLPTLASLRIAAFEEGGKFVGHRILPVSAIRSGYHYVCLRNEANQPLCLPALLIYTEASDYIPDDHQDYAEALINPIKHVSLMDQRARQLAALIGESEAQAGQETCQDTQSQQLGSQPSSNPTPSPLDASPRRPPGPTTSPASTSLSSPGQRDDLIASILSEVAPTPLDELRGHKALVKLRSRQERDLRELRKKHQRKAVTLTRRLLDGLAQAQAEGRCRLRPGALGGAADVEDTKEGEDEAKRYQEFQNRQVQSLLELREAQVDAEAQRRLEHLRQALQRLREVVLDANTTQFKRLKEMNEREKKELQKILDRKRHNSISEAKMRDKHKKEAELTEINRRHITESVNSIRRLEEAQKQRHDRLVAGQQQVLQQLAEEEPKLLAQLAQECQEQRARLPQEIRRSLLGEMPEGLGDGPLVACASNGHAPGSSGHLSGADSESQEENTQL
hgDAF-12 ag = activates the H. glycines DAF-12 receptor ligand-binding domain. HEK293 GAL4-hgDAF12 UAS-luciferase reporter, agonist luminescence; normalized to butyrate control. activation, % at 6.8 µM. 370,000 compounds, 1.8% hits. AID 687014;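 active = activation above a cutoff set at the mean of all screened compounds plus 3 SD, cut at about 10% in these data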;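 also: 0% = DMSO wells and 100% = sodium butyrate wells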
MBD2 inh = blocks human MBD2 binding to methylated DNA | Q9UBB5 | TR-FRET, MBD2 binding to methylated oligonucleotide | inhibition, % at 4.4 µM | 370,000 compounds, 0.31% hits; in the data active = inhibition above about 13%
PLC-gamma1 inh = inhibitors of human phospholipase C gamma1; P19174; purified PLC-gamma1, fluorogenic substrate, fluorescence; inhibition, % at 12.2 µM; 370,000 compounds, 0.84% hits; in the data active = inhibition above about 9.5%
ssDAF12 agonist = activates DAF-12 receptor from parasite S. stercoralis; HEK293 ssDAF-12/GRIP1 lit1-tk-luc reporter, luminescence; % of 3 µM dafachronic acid response; activation, % at 6.8 µM; 370,000 compounds, 1% hits; AID 652126;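 active = activation above the mean over all tested compounds plus 3 SD, cut at about 0.9% in these data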;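 also: 0% = DMSO-only wells and 100% = 3 µM delta7-dafachronic acid wells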
DAX1 inh-2 = DAX1 (NR0B1) inhibition, primary screen | AID 652010 | inhibition, % at 6.8 µM | HEK293T StAR-luciferase reporter, SF-1/DAX-1 repression relief | 370,000 compounds, 1.1% hits;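 active = inhibition above the mean over all tested compounds plus 3 SD, cut at about 3.6% in these data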;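 also: 0% = DAX-1 cells with DMSO and 100% = cells lacking DAX-1 with DMSO; higher inhibition means more luminescence from relief of DAX-1 repression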
hcDAF12 agonist = activators of H. contortus DAF-12 nuclear receptor. HEK293 hcDAF-12 lit1-tk-luc reporter, luminescence; 0% DMSO, 100% Δ7-dafachronic acid. activation, % at 6.8 µM. 370,000 compounds, 1.4% hits;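 active = activation above the mean of all tested compounds plus 3 SD, cut at about 5.5% in these data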;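 also: 100% = response to 3 µM Δ7-dafachronic acid high control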
SMARCA2 act = SMARCA2 function activation, primary screen; MG213 cells, MMTV-luciferase reporter, dexamethasone, overnight; activation, % at 9.1 µM; 370,000 compounds, 1% hits; in the data active = activation above about 7.8%;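 also: 0% = vehicle wells and 100% = reference activator wells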
* = called active by the depositor; i = inactive; . = not tested or not shown.

SMILES | Rev-erbA mod | ADAM17 inh | DAX1 inh-1 | PLCb3 inh | hgDAF-12 ag | MBD2 inh | PLC-gamma1 inh | ssDAF12 agonist | DAX1 inh-2 | hcDAF12 agonist | SMARCA2 act
O=C(O)/C=C\C(=O)Nc1ccc(N2CCN(c3ccc(Cl)cc3)CC2)cc1 | -1 | 2 | -0.3 | 1 | 0.1 | -8 | 4 | -1.4 | 0.8 | -1.3 | 3
Oc1ccc(-c2nccc(-c3ccc(F)cc3)n2)cc1 | 4 | 1 | 1.1 | -10 | 4.4 | 4 | -1 | -0.7 | 1.7 | 4.4 | 5
Cc1ccc(S(=O)(=O)NC(=O)Nc2ccc(Cl)cn2)cc1 | 2 | -3 | 0.2 | 2 | -1.9 | 1 | 0 | -1.2 | 1.1 | -0.9 | -1
Nc1nnnn1/N=C/c1ccccc1C(F)(F)F | 1 | 0 | 0.0 | 0 | -1.1 | 6 | -1 | -1.0 | -0.1 | -1.0 | -1
Clc1ccc(-n2cnc3c(Cl)ncnc32)cc1Cl | 0 | 1 | 1.1 | 3 | 1.9 | 5 | 3 | -1.4 | 1.4 | 0.6 | -2
Cc1ccccc1N1CCN(C(=S)c2ccccc2)CC1 | -2 | 0 | -1.0 | -3 | -3.0 | 4 | -2 | -0.4 | -0.4 | 3.2 | -4
O=C(NCCCc1ccncc1)C1CCC(=O)N(CCc2cccc(F)c2)C1 (stereo not drawn) | -1 | -3 | -0.1 | -3 | 0.6 | 2 | -1 | -1.1 | -0.3 | 0.8 | -3
Cc1ccc(S(=O)(=O)NC2CCCC2)cc1C | -5 | -4 | 0.8 | 0 | -1.6 | 2 | 0 | -0.8 | -0.2 | -0.8 | -2
COCCNC(=O)c1sc2ncn(CC(=O)Nc3ccc(C)c(Cl)c3)c(=O)c2c1C | 2 | 3 | -0.2 | 7 | -2.2 | 3 | 3 | -1.4 | -0.2 | -1.4 | 0
Cc1ccc(N2C(=O)N(CC(=O)NCc3ccccc3Cl)C(=O)C2C)cc1 (stereo not drawn) | -3 | -7 | 0.6 | -8 | -0.7 | 3 | -4 | -0.8 | -0.3 | 0.9 | -5
CCOc1ccccc1NC(=O)COn1nnc2ccccc21 | 7 | 5 | 0.3 | 4 | 2.7 | 0 | 11* | -0.9 | 1.4 | 0.7 | 0
CC(C)(C)NC(=O)c1cc(-c2ccc3c(c2)OCO3)nc2ccccc12 | -3 | -11 | 0.4 | -179 | 4.0 | -2 | -102 | -0.2 | -0.7 | 5.9* | -1
CCN(CC)CCOC(=O)c1ccc(NC(=O)c2cn(-c3ccccc3)nc2-c2cccs2)cc1 | 3 | 4 | 2.4 | -7 | 15* | -5 | -5 | -0.3 | 3.0 | 3.7 | 3
C[C@H](CO)N1C[C@H](C)[C@@H](CN(C)C(=O)NC2CCCCC2)Oc2ccc(NC(=O)Nc3ccc(C(F)(F)F)cc3)cc2C1=O | 0 | 8 | 4.1 | 5 | -0.2 | -1 | 4 | -1.1 | -0.1 | -0.5 | 0
C[C@H]1CN([C@@H](C)CO)C(=O)CCCn2nncc2CO[C@H]1CN(C)S(=O)(=O)c1cccc(C#N)c1 | 2 | -2 | -0.9 | 4 | 4.0 | 3 | -1 | -1.7 | -0.7 | 0.1 | 0
C[C@H](NC(=O)c1nc[nH]c1C(=O)N[C@@H](C)C(=O)OC(C)(C)C)C(=O)OC(C)(C)C | 3 | 1 | 0.4 | 1 | 0.4 | 0 | 0 | -1.1 | -1.1 | -1.9 | 1
CCn1c(=O)c(C(=O)NC(C)c2ccccc2)c(O)c2ccccc21 (stereo not drawn) | -1 | -1 | -0.2 | -5 | -1.0 | 2 | 3 | -1.0 | -0.4 | -0.3 | -1
COCCOC(=O)c1[nH]c2c(c1C)C(=O)CC(c1cc(OC)c(OC)c(OC)c1)C2 (stereo not drawn) | -1 | -3 | -3.1 | -7 | -4.9 | 1 | -1 | -1.8 | -1.5 | -2.1 | -5
O=C(c1cc(-c2ccncc2)nc2ccccc12)N1CCN(c2ncccn2)CC1 | -4 | -1 | -1.0 | 3 | -1.3 | -1 | 4 | -1.1 | -2.2 | 0.4 | 2
CN(CC(=O)N1CCN(c2ccccn2)CC1)S(=O)(=O)c1ccc(Br)cc1 | 12 | -4 | -0.6 | -1 | -2.6 | 2 | -1 | -1.1 | 0.5 | -1.0 | -1
CC(NCc1ccc(N(C)C)cc1)C1CC2CCC1C2 (stereo not drawn) | -4 | 0 | -0.9 | 2 | 2.7 | -3 | 5 | -0.9 | -0.4 | -1.2 | -4
CCCNC(=O)c1ccccc1C(=O)NCCC | -1 | -5 | 0.9 | 1 | -1.1 | 5 | 0 | -0.9 | 0.8 | -1.7 | 2
NC(=O)NC(=O)COC(=O)c1ccc2noc(-c3ccccc3)c2c1 | 0 | -19 | -0.8 | -80 | 12* | 7 | -50 | -0.3 | 1.2 | 2.1 | -1
CCc1ccc(NC(=O)C2CCCN(S(C)(=O)=O)C2)cc1 (stereo not drawn) | -3 | -2 | 0.4 | 1 | -2.7 | -3 | 1 | -0.7 | -0.5 | -0.3 | 0
Cc1ccccc1-c1nnn(CC(=O)N2CCN(S(=O)(=O)c3ccc(Cl)cc3)CC2)n1 | 0 | -2 | -1.0 | 0 | 0.6 | 4 | -4 | -1.2 | -0.2 | -0.6 | 0

Remaining list, next part:
SMILES | Rev-erbA mod | ADAM17 inh | DAX1 inh-1 | PLCb3 inh | hgDAF-12 ag | MBD2 inh | PLC-gamma1 inh | ssDAF12 agonist | DAX1 inh-2 | hcDAF12 agonist | SMARCA2 act
Cc1c(C(=O)Nc2ccccc2C(=O)N2CCCC2)cccc1[N+](=O)[O-] | -1 | -2 | -1.3 | 1 | 2.7 | 6 | 1 | -0.7 | -0.1 | -0.2 | 4
Cc1cc(C)c2c(n1)nn1c(NCCOCCO)cc(C)nc21 | 3 | i | 0.3 | i | 1.7 | -3 | i | -0.2 | 0.0 | -0.6 | 0
O=C(c1sc2ccccc2c1Cl)N1CCN(c2ncccn2)CC1 | 1 | -1 | -0.9 | -4 | -4.0 | -4 | -1 | -1.0 | -0.3 | -1.0 | -3
Cc1ccc(CC(=O)NCCN2CCOCC2)cc1 | 0 | 2 | 1.9 | -2 | -1.3 | 0 | 6 | -1.9 | 0.7 | -0.9 | 3
COCCNCCCCSc1ccc(Cl)cc1 | 3 | -3 | 2.2 | -4 | 3.5 | 2 | 1 | -0.8 | 0.4 | 0.9 | 0
CCC(=O)Nc1ccc(Cl)c(NC(=O)c2ccccc2OC)c1 | -6 | 3 | -1.2 | 5 | 1.2 | 3 | 0 | -1.4 | -0.4 | -0.6 | 0
Cc1cccc(NC(=O)NCCN2CCN(c3ccccc3)CC2)c1C | 2 | -1 | 0.2 | -2 | -1.7 | -1 | 1 | -1.5 | -0.3 | -2.1 | -1
CCCCC(=O)NCCc1cc2ccc(OC)cc2[nH]c1=O | 1 | -6 | -0.7 | -1 | -3.8 | -1 | 0 | -0.5 | 0.7 | -0.8 | 0
Cc1nnc2n1N=CC=C(C(C)(C)C)S2 | 6 | -2 | 2.5 | 1 | 0.1 | 2 | 1 | -0.7 | -0.9 | -0.3 | -2
CCCCCCCCN1C(=O)[C@H](CC(=O)NCCCOC)C[C@@]2(C(=O)OCC)CCCC=C12 | -11 | 0 | . | 6 | -0.4 | 2 | 7 | -0.9 | -1.8 | -1.4 | 0
Cc1ccc2[nH]c3c(c2c1)SC(C)(C)CC3=O | 4 | -37 | 1.1 | i | 2.3 | 4 | i | -1.1 | -1.3 | 0.6 | 1
O=C(NNC(=O)c1cccc(S(=O)(=O)Nc2ccccc2F)c1)c1ccncc1 | 1 | 4 | 0.5 | 1 | 0.7 | 0 | 3 | -1.2 | 0.3 | 0.0 | -1
COc1ccc(NC(=O)CN2CCc3ccccc3C2)c(OC)c1 | 4 | -1 | -0.2 | -4 | -0.3 | 1 | 2 | -1.0 | 0.2 | -2.4 | 1
CC(C)c1ccc(C(=O)N2CCCC(c3cc(C(=O)NCc4ccccc4)no3)C2)cc1 (stereo not drawn) | 5 | 3 | . | -1 | 3.6 | 1 | 2 | -1.9 | -2.2 | -2.7 | -7
COc1ccc(C(C(=O)NC(C)(C)C)N(C(=O)Cn2nnc3ccccc32)c2ccc(C(C)=O)cc2)cc1O (stereo not drawn) | -4 | -6 | 5.5* | -5 | 0.2 | -1 | 1 | -1.4 | 0.3 | -0.1 | -5
CCOc1ccc(NC(=O)C2CCN(S(=O)(=O)CC)CC2)cc1 | 1 | -3 | 0.3 | -1 | -0.2 | 0 | -1 | -1.4 | -0.1 | 0.4 | 0
COc1cc(N2C(=O)c3ccccc3C2=O)c(Cl)cc1C(=O)OCC(=O)NCc1ccco1 | 2 | -3 | 1.4 | 1 | 2.5 | 3 | -1 | -1.5 | -0.1 | -2.3 | 2
COc1cc(-c2nnc(NC(=O)c3ccco3)o2)cc(OC)c1OC | -5 | 4 | 0.3 | -2 | 0.5 | 0 | 8 | -0.7 | -0.3 | -0.2 | -4
C[C@H](CO)N1C[C@H](C)[C@@H](CN(C)C(=O)Oc2ccccc2)OCc2cn(nn2)CCCC1=O | 0 | 4 | 0.8 | 1 | 2.3 | -3 | 3 | -1.8 | 0.6 | -0.1 | -5
O=c1c2oc3ccccc3c2ncn1Cc1ccccc1Cl | -3 | 7 | 0.1 | 5 | 2.0 | -2 | 2 | 0.0 | 0.2 | 0.4 | -2
Cc1ccc(S(=O)(=O)Nc2ccc(C(=O)OCC(=O)N(CCC#N)c3ccccc3)cc2)cc1C | 5 | 3 | 0.8 | 3 | -0.7 | 0 | 5 | -1.1 | 0.3 | -0.6 | 1
CCCS(=O)(=O)NC(=O)C1(C)CCN(C(=O)COCc2ccccc2)C1 (stereo not drawn) | -9 | -2 | . | 2 | 0.2 | 0 | 1 | -1.1 | 0.5 | 1.0 | 0
CCNc1ccc(C(=O)OCC)cc1NC(=O)c1cccc(S(=O)(=O)N(C)c2ccccc2)c1 | -4 | 5 | -1.3 | 3 | -0.2 | -2 | 1 | -1.3 | -0.5 | -2.5 | -4
CCNC(=O)N(C)C[C@H]1N[C@@](C)(C(=O)OC)[C@H]2C(=O)N(Cc3ccccc3)C(=O)[C@@H]12 | -2 | -2 | -2.1 | -1 | -1.3 | 4 | -2 | -0.3 | 3.0 | 0.7 | -3
COc1cc(C2C3=C(CCCC3=O)Nc3[nH]n(-c4ccccc4)c(=O)c32)cc(OC)c1OC (stereo not drawn) | 0 | -1 | 1.2 | -2 | 3.3 | -6 | 2 | -0.8 | -0.2 | -1.0 | 0
Cc1cccc(C)c1Cn1c(C)c(C(=O)NCc2cccc(Cl)c2)sc1=O | -4 | 7 | . | 2 | -1.5 | -2 | 3 | -1.7 | -0.8 | -2.5 | 0
Cc1cc(C[n+]2ncsc2N)c2ncccc2c1 | 0 | -8 | 0.3 | -7 | 4.5 | 9 | -1 | 0.0 | -0.3 | -0.1 | -4
Cc1ccc(NC(=O)Cn2ncn3c(cc4ccccc43)c2=O)c(C)c1 | -6 | -5 | 0.1 | -20 | 2.3 | -1 | -6 | 0.0 | -0.3 | 0.7 | 1
N#Cc1ccccc1OCC(=O)OCCCOC(=O)COc1ccccc1C#N | -1 | -5 | -0.3 | -7 | 0.5 | 4 | -1 | -0.8 | 0.9 | -1.7 | -2

Bioassay records (PubChem BioAssay)
